Screening data deposited in PubChem BioAssay by several laboratories.
LYP inhibition: LYP phosphatase inhibitors, primary screen, biochemical, DiFMUP fluorescence, recombinant catalytic domain, 10 µM (AID 606). recombinant LYP catalytic domain, DiFMUP fluorescence; higher % means a stronger effect. inhibition, % at 10 µM; hits with a dose series show IC50 in µM. 52,000 tested, under 10 active;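 active = IC50 under 40 µM in the dose-response test; inactive = IC50 of 40 µM or more, or never dose-tested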
Spn DPM-DC inh: blocks S. pneumoniae diphosphomevalonate decarboxylase; hit rate 0.49% among 65,000; AID 556; purified DPM-DC, PK/LDH coupled NADH fluorescence; calls only at 10 µM;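 active = the 320 compounds with the highest percent inhibition in the single-dose primary screen, excluding strongly autofluorescent ones, cut at about 32% in these data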;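 note: kinetic rate of NADH fluorescence loss reporting ADP formed by the decarboxylase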
PMK inhibit: S. pneumoniae PMK inhibition; hit rate 0.49% among 65,000; purified PMK, PK/LDH-coupled NADH absorbance 340 nm; inhibition, % at 10 µM;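 active = top-ranked compounds by inhibition in the single 10 µM screen, taking a fixed number of the strongest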;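 note: 0% = full reaction with DMSO carrier and 100% = background rate without enzyme reaction; no value below 0 was filed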
Spn MK inh: blocks S. pneumoniae mevalonate kinase | purified MK, PK/LDH-coupled NADH absorbance 340 nm | hit rate 0.48% among 65,000 | inhibition, % at 10 µM;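 active = ranked among the strongest by inhibition in the single 10 µM screen, a fixed top-ranked set picked for dose follow-up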; note: no value below 0 was filed
Bfl-1 displacement: displacement of Bid BH3 peptide from Bfl-1 – biochemical, fluorescence polarization, FITC-Bid, mouse, primary screen (AID 432). FITC-Bid BH3 peptide fluorescence polarization displacement; higher % means a stronger effect. hit rate 0.02% among 64,000. displacement, % at 20 µM; hits with a dose series show IC50 in µM; in the data active = a potency from the dose series; inactive = the rest, 99 in 100 with displacement below about 15%; note: strong numbers were not always called active
HPDE-C7K KRASV12: viability loss of HPDE-C7K cells – cell-based, fluorescence, HTS, primary screen (AID 431) | HPDE-C7K KRASV12 cells, Alamar Blue viability, 48 h; higher % means a stronger effect | one-dose cytotoxicity, % at 10 µM; EC50 in µM for titrated hits | hit rate 1.7% among 63,000;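 active = compounds whose percent cytotoxicity in the single-dose primary screen, scaled between solvent and toxic-drug controls, exceeds 50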;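 note: 0% = DMSO solvent wells and 100% = doxorubicin-treated wells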
HT1080 cytotoxicity: cytotoxicity in HT1080 fibrosarcoma cells, cell-based, fluorescence readout (AID 620). HT1080 viability, fluorescence; higher % means a stronger effect. hit rate 0.42% among 87,000. cytotoxicity, % at 10 µM; hits with a dose series show EC50 in µM;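 note: cells exposed to compound overnight then 4 h with Alamar Blue; 0% = vehicle DMSO and 100% = killing control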
Alkaline phosphatase: human TNAP enzyme inhibitors, biochemical, luminescent (AID 518). purified TNAP enzyme, luminescent substrate readout; higher % means a stronger effect. one-dose inhibition, % at 20 µM; IC50 in µM for titrated hits. hit rate 0.09% among 64,000; in the data active = a potency from the dose series; inactive = the rest, 99 in 100 with inhibition below about 22%;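 note: plate controls were vehicle for no effect and reference inhibitor for full effect; many of its hits are not listed in these tables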
HPDE-C7 cytotoxicity: HPDE-C7 pancreatic duct cell viability loss – fluorescence, HTS (AID 430); HPDE-C7 pancreatic duct cells viability, fluorescence; higher % means a stronger effect; one-dose cytotoxicity, % at 10 µM; EC50 in µM for titrated hits; hit rate 1.8% among 63,000;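 note: cells exposed to compound for 48 hours before viability readout; 0% = vehicle and 100% = reference cytotoxic drug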
PMK inhibit pilot replicates: second read-out of PMK inhibit, no call of its own (marks repeat the call); inhibition, %; measured here: pilot screen replicates
Spn MK inh pilot replicates: second read-out of Spn MK inh, no call of its own (marks repeat the call); inhibition, %; measured here: pilot screen replicates
Spn DPM-DC inh pilot screen %: also measured in Spn DPM-DC inh; calls as there; inhibition, %; measured here: pilot screen trials
* = called active by the depositor; i = inactive; x = no result given. Cut-off read from the data, not from the text of the source, unless noted: active = cytotoxicity above about 50%; inactive = the rest. Outcome played no part in choosing rows. About 3.3% of those tested had a hit in this group.

SMILES	LYP inhibition	Spn DPM-DC inh	PMK inhibit	Spn MK inh	Bfl-1 displacement	HPDE-C7K KRASV12	HT1080 cytotoxicity	Alkaline phosphatase	HPDE-C7 cytotoxicity	others
CC(=O)Nc1ccc(OC(F)(F)C(F)C(F)(F)F)c(NC(C)=O)c1 (stereo not drawn)	-6%	i	6	8	-2%	-5%	-15%	-4%	-4%
CC(NC(=O)Nc1ccc(O)cc1)(C(F)(F)F)C(F)(F)F	2%	i	4	0	0%	15%	-2%	7%	12%
CSc1ccc(C(=S)N2CCN(CCO)CC2)cc1	14%	i	12	9	2%	-3%	0%	3%	-1%
Cc1cc(C)nc(NC2=NCC(=O)N2c2ccc(Cl)cc2)n1	7%	i	0	10	1%	5%	-2%	5%	-11%	PMK inhibit pilot replicates=1.0;Spn MK inh pilot replicates=0.0;Spn DPM-DC inh pilot screen %=3.0
CCCC(=O)N1CCN(c2ccc(NC(=O)c3cc4ccccc4o3)cc2Cl)CC1	3%	i	5	7	-3%	7.4µM*	70%*	13%	7.9µM*
COc1cc(CNc2nc3ccccc3[nH]2)cc(OC)c1OC	11%	i	15	13	x	x	-5%	x	x
O=C(CSc1nnc(C2CCCCC2)o1)N1CCCCC1	x	i	12	0	0%	6%	-5%	7%	2%
O=C(NCc1ccco1)c1sc2cccc(F)c2c1Cl	1%	i	0	3	-6%	-17%	12%	16%	-7%
Cc1cccn2cc(-c3ccc(S(=O)(=O)N4CCOCC4)cc3)nc12	0%	x	0	4	2%	-23%	-10%	4%	-2%
Cc1cccc(NC(=O)C2CCCN(S(=O)(=O)c3c(C)nn(C)c3C)C2)n1 (stereo not drawn)	-3%	i	9	3	3%	4%	-3%	1%	-4%
Nn1c(SCC(=O)NC(=O)NCc2ccccc2)nnc1C1CC1	x	i	0	5	-2%	-14%	-1%	2%	-13%
CCCCCCNC(=O)C(C#N)c1nc2ccccc2nc1N1CCOCC1 (stereo not drawn)	x	i	13	8	44%	17%	-4%	9%	20%
Cc1ccccc1OCCCC(=O)Nc1nccs1	x	i	21	1	1%	-17%	x	5%	-18%
COc1ccc(CCNC(=O)CSc2nc(N)c(C#N)c(-c3cccs3)c2C#N)cc1OC	-13%	i	9	2	-6%	2%	-8%	3%	-2%
COc1ccc(CNc2nc(SC)n[nH]2)cc1OC	15%	i	0	3	-5%	-4%	6%	13%	-2%
Cc1cccc(-n2c(SCC(N)=O)nnc2-c2ccccn2)c1C	x	i	2	10	2%	12%	15%	12%	10%
Cc1cc(N2CCN(S(=O)(=O)c3ccc4c(c3)OCCO4)CC2)n2ncnc2n1	x	i	16	0	2%	-25%	31%	10%	-37%
COc1ccc(OC)c(S(=O)(=O)N2CCC(C(=O)N3CCN(Cc4ccccc4)CC3)CC2)c1	x	i	7	7	-7%	-6%	1%	5%	-15%
Cc1ccc2nc(NC3=NCN(Cc4ccccc4)CN3)nc(C)c2c1	-3%	i	4	8	-4%	-9%	14%	3%	-13%
O=C(CCC1N=C2c3ccccc3N=C(SCc3ccc(F)cc3)N2C1=O)NCc1ccco1 (stereo not drawn)	-7%	i	7	6	5%	-16%	-4%	8%	-16%
COc1ccc(-n2c(N)c(Br)c(=O)[nH]c2=O)cc1	11%	i	9	11	0%	-6%	3%	10%	-22%
CCOC(=O)c1c(NC(=O)C(F)(OC)C(F)(F)F)sc(C(=O)N2CCCCC2)c1C (stereo not drawn)	-1%	i	0	0	6%	5%	-12%	6%	-4%
O=C(COC(=O)C(O)c1ccccc1)c1ccc2c(c1)OCCO2 (stereo not drawn)	15%	i	16	5	-2%	-15%	-6%	12%	-36%
COc1cccc(C(=O)N2CCCc3ccccc32)c1	x	i	12	4	13%	-6%	2%	15%	-3%
N=C1C(c2ccccc2)=C(O)C2CCc3ccccc3N12 (stereo not drawn)	-6%	i	10	0	-4%	-12%	-2%	3%	-2%
CCOC(=O)C1CCCN(C(=O)N2CCOCC2)C1 (stereo not drawn)	15%	i	15	8	4%	x	0%	2%	x
CCCCc1ccc(NC(=O)CC(C)=O)cc1	-2%	i	0	6	-1%	-9%	1%	8%	-9%
COc1ccccc1-c1c(C)nn2c(C)c(C(C)=O)cnc12	8%	i	0	0	0%	5%	-2%	4%	-20%	PMK inhibit pilot replicates=1.0;Spn MK inh pilot replicates=0.0;Spn DPM-DC inh pilot screen %=1.0
O=C(Nc1nccs1)c1ccc(S(=O)(=O)NCC2CCCCC2)cc1	x	i	11	6	1%	-2%	-11%	8%	-1%
O=C(Nc1ccccc1N1CCCC1)c1ccco1	10%	i	15	3	2%	4%	-7%	13%	4%
CC(=O)N1C(=O)C2(C(C#N)=C(N)Oc3c2c(C)nn3-c2ccccc2)c2ccccc21 (stereo not drawn)	4%	i	2	3	-2%	1%	-22%	6%	-4%
CN(CC(=O)NC(=O)NCc1ccco1)Cc1nc2ccccc2c(=O)[nH]1	1%	i	9	0	7%	-9%	-4%	-47%	-6%
CCCCC(NS(=O)(=O)c1ccc(OC)cc1)C(=O)O (stereo not drawn)	7%	i	3	7	4%	0%	-2%	7%	5%	PMK inhibit pilot replicates=1.0;Spn MK inh pilot replicates=0.0;Spn DPM-DC inh pilot screen %=0.0
O=S(=O)(c1ccc(OCc2nc3ccccc3s2)c(Cl)c1)N1CCOCC1	10%	i	0	7	-8%	x	-3%	6%	x
CCC(=O)Nc1ccc(C(=O)n2nc(C)cc2C)cc1	x	i	17	5	-8%	11%	-4%	11%	-6%
CCOC(=O)N1CCN(c2cc3nccnc3cc2F)CC1	17%	i	0	7	1%	-13%	-4%	15%	-18%	PMK inhibit pilot replicates=4.5;Spn MK inh pilot replicates=0.0;Spn DPM-DC inh pilot screen %=0.0
Cc1ccc(C(=O)CC2(O)C(=O)N(Cc3ccccc3)c3ccccc32)o1 (stereo not drawn)	6%	i	4	13	0%	x	-23%	12%	x
COc1ccc(C(=O)Nc2ccc(Cl)cc2C(=O)NCc2ccco2)cc1OC	7%	i	13	13	-3%	10%	3%	9%	0%
Cn1c(Nn2cnnc2)nc2ccccc21	13%	i	6	0	-5%	-3%	37%	10%	-8%
COc1ccccc1Oc1coc2cc(O)ccc2c1=O	x	x	17	0	2%	0%	22%	2%	2%
CN(CC(=O)Nc1ccncc1)S(=O)(=O)c1ccccc1	12%	i	0	4	0%	12%	8%	24%	-2%	PMK inhibit pilot replicates=2.5;Spn MK inh pilot replicates=1.0;Spn DPM-DC inh pilot screen %=1.0
CCOc1cccc2cc(C(=O)N3CCc4ccccc4C3)c(=O)oc12	3%	i	10	2	2%	11%	6%	8%	15%
O=S(=O)(c1cccc2nsnc12)N1CCOCC1	x	i	12	0	-4%	-8%	26%	9%	-10%
CCC(=O)Nc1c2c(nn1-c1ccc(C)cc1C)CSC2	6%	i	14	7	-11%	5%	1%	7%	-2%
COC(=O)c1ccc(NC(=O)CSc2nnc(COc3ccccc3)n2C)cc1	5%	i	2	5	2%	8%	-5%	11%	8%
CCN(Cc1ccccc1)Cc1c(F)cccc1F	14%	i	0	32	5%	-14%	8%	5%	-24%
O=C(Nc1ccc2c(c1)OCO2)C1CCN(C(=O)c2cccs2)CC1	-14%	i	12	0	-1%	-5%	2%	6%	-4%
COc1ccc(C(=O)Nc2ccc3c(c2)nc2n3CCSC2)cc1	-4%	i	7	9	3%	16%	-7%	14%	-5%
CCC(=Nc1ccc(Cc2ccncc2)cc1)c1c(O)n(C)c(=O)n(C)c1=O	x	i	12	8	0%	-13%	-8%	17%	12%
CCc1ccc2[nH]c(=O)c(CN(CCN(CC)CC)C(=O)NC3CCCCC3)cc2c1	7%	i	21	0	2%	-20%	-5%	5%	-14%
O=C1Nc2ccccc2N=C(c2ccccc2)C1N1CCOCC1 (stereo not drawn)	-2%	i	13	7	4%	40%	-8%	14%	32%
Cc1nnc2ccc(N3CCCC3)nn12	-2%	i	3	11	-8%	-9%	5%	13%	4%
CC(c1ccccc1)N1CC(C(=O)N2CCN(c3ccccc3)CC2)CC1=O (stereo not drawn)	0%	i	0	6	-2%	-7%	-10%	7%	-13%
CCCOC(=O)c1cc(=O)[nH]c2ccccc12	13%	i	11	0	x	x	6%	x	x
CCCCOc1ccc(C(=O)CCNC(C(=O)O)C(C)CC)cc1 (stereo not drawn)	10%	i	8	3	-5%	-10%	1%	6%	-1%
COc1ccc(OC)c(S(=O)(=O)N2c3ccccc3CC2C)c1 (stereo not drawn)	0%	i	4	2	2%	4%	10%	16%	-15%	PMK inhibit pilot replicates=1.0;Spn MK inh pilot replicates=0.0;Spn DPM-DC inh pilot screen %=0.0
CCn1c(C(=O)N2CCC(C(=O)NCc3cccs3)CC2)cc2sccc21	16%	i	0	8	-4%	-2%	-10%	5%	-1%
c1ccc(C2CC(c3ccccc3)n3ncnc3N2)cc1 (stereo not drawn)	8%	i	9	0	1%	7%	-2%	7%	8%
CCNc1nc(NCc2ccccc2)nc(Oc2ccc(=O)[nH]n2)n1	1%	i	4	7	-2%	-17%	-2%	-3%	-6%
CCOC(=O)N1CCC(NC(=O)C2CCCN(S(=O)(=O)c3cccc4nsnc34)C2)CC1 (stereo not drawn)	-5%	i	5	7	-6%	1%	4%	8%	0%

A draw from above in order of formula weight, rising.
SMILES	LYP inhibition	Spn DPM-DC inh	PMK inhibit	Spn MK inh	Bfl-1 displacement	HPDE-C7K KRASV12	HT1080 cytotoxicity	Alkaline phosphatase	HPDE-C7 cytotoxicity	others
CCCOC(=O)c1cc(=O)[nH]c2ccccc12	13%	i	11	0	x	x	6%	x	x
c1ccc(C2CC(c3ccccc3)n3ncnc3N2)cc1 (stereo not drawn)	8%	i	9	0	1%	7%	-2%	7%	8%
CCOC(=O)N1CCC(NC(=O)C2CCCN(S(=O)(=O)c3cccc4nsnc34)C2)CC1 (stereo not drawn)	-5%	i	5	7	-6%	1%	4%	8%	0%

Other results follow.
SMILES	LYP inhibition	Spn DPM-DC inh	PMK inhibit	Spn MK inh	Bfl-1 displacement	HPDE-C7K KRASV12	HT1080 cytotoxicity	Alkaline phosphatase	HPDE-C7 cytotoxicity	others
CC(=O)NC1C(=O)SC1(C)C (stereo not drawn)	x	i	3	9	2%	6%	-8%	0%	-4%
Cc1ccc(S(=O)(=O)N(C)Cc2nc(-c3ccc(Br)cc3)no2)cc1	5%	i	3	8	-1%	-5%	10%	6%	6%
CCC(=O)OCCn1c(Br)nc2c1c(=O)[nH]c(=O)n2C	7%	i	9	9	-3%	16%	3%	12%	26%
O=S(=O)(c1ccc(SCCO)nc1)N1CCCC1	-2%	i	11	11	-1%	2%	3%	13%	-16%
CCNC(=O)CC1C(=O)N(c2ccccc2)C(=O)N1CCC(C)C (stereo not drawn)	5%	i	5	10	5%	12%	-2%	12%	3%	PMK inhibit pilot replicates=7.5;Spn MK inh pilot replicates=8.0;Spn DPM-DC inh pilot screen %=0.0
CS(=O)(=O)N(CC(=O)NCc1ccco1)c1ccc2c(c1)OCO2	18%	i	0	3	-3%	-5%	-2%	1%	-5%
O=c1cc(CSc2ccc(Cl)cc2)nc(N2CCCCC2)[nH]1	x	i	0	14	-5%	-8%	2%	11%	-9%
